# ALOX12 inh: blocks human arachidonate 12S-lipoxygenase. P18054. purified 12hLO, xylenol orange hydroperoxide absorbance. Potency, µM (top dose mostly 108 µM), inactives show top-dose activity change, negative = inhibition, usual class: inhibitors. actives 1.1% (n = 580,000). AID 1671190; active means well fitted inhibition curve with a large enough effect; inconclusive means small, poorly fitted or top-dose-only effect, or another doubt; inactive means no such curve, though single readings can be large or run the other way
# Target sequence (P18054 whole entry, looked up): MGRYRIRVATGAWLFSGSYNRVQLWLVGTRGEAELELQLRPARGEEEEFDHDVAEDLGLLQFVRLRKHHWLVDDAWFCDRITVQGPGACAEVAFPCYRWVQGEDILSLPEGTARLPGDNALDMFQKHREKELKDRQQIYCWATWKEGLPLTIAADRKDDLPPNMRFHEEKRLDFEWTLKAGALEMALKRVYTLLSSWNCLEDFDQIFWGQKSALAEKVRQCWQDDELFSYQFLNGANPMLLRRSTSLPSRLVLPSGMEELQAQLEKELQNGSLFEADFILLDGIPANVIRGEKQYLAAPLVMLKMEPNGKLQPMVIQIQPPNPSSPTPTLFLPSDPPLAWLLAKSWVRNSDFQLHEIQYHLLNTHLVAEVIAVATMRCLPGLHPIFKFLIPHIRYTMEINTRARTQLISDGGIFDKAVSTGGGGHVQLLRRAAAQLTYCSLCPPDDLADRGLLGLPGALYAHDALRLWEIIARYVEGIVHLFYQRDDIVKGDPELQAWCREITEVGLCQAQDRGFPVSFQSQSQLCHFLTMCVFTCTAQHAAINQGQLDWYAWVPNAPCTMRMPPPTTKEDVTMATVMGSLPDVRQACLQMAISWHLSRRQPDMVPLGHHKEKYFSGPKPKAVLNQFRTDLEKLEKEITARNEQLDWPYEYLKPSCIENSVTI
#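 Purified human 12hLO (150 nM final) in 25 mM Hepes, 0.01% Triton X-100, pH 7.0 was preincubated 15 min at room temperature with compound. Then 40 uM arachidonic acid was added, 30 min. Hydroperoxide was read by Fe-XO absorbance ratio 573/405 nm.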
# Numbers without * were called inactive; u = inconclusive; & = joins results of further samples; [ ] = another dose, or the depositor's remark. On the % scale 0 is the no-effect control and ±100 the full control effect; potency means the concentration at half of the fitted maximal effect. The list is partial, so the mix of outcomes need not match the whole.
ALOX12 inh | structure
-21% | O=C(O)C(c1c[nH]c2ccccc12)N1CCN(c2ccc(F)cc2)CC1 (configuration not stated)
15% | COc1ccc(CCN2CC(C(=O)N3CCC(CO)CC3)CCC2=O)cc1 (configuration not stated)
-31% | COc1ccccc1/C=N/NC(=O)CCC(=O)Nc1cccc(Cl)c1C
-3% | Cc1ccsc1C(=O)OCC(=O)NC(=O)NC1CCCCC1
4% | COc1cccc(CCC(=O)N2CCC(N3CC4CC(C3)[C@H]3CCCC(=O)N3C4)CC2)c1 (some centres not stated)
-13% | COc1cc(CC(=O)N2c3ccccc3N=C(c3ccccc3)C2C(=O)NCc2ccccc2)cc(OC)c1 (configuration not stated)
31%[activator] | COc1cccc2c1OCC(CN1CCC3(C1)CN(C)C(=O)O3)=C2 (configuration not stated)
28µM* | N#Cc1ccc(CSc2ccccc2C(=O)Nc2ccc3c(c2)OCO3)cc1

# Arranged by molecular weight (highest first): some entries from above.
ALOX12 inh | structure
-13% | COc1cc(CC(=O)N2c3ccccc3N=C(c3ccccc3)C2C(=O)NCc2ccccc2)cc(OC)c1 (configuration not stated)
4% | COc1cccc(CCC(=O)N2CCC(N3CC4CC(C3)[C@H]3CCCC(=O)N3C4)CC2)c1 (some centres not stated)
28µM* | N#Cc1ccc(CSc2ccccc2C(=O)Nc2ccc3c(c2)OCO3)cc1
15% | COc1ccc(CCN2CC(C(=O)N3CCC(CO)CC3)CCC2=O)cc1 (configuration not stated)
-21% | O=C(O)C(c1c[nH]c2ccccc12)N1CCN(c2ccc(F)cc2)CC1 (configuration not stated)
-3% | Cc1ccsc1C(=O)OCC(=O)NC(=O)NC1CCCCC1

# New compounds follow
ALOX12 inh | structure
-20%[176 µM] | CN1CCC(NC(=O)C2(C)CCc3cnc(N4CCOCC4)nc32)CC1 (configuration not stated)
-2%[176 µM] | O=C(NCC1CCOCC1)c1cnc2n[nH]c(-c3ccccc3)c2n1
5% | Cc1ccccc1-c1nc(-c2ccccc2OCC(=O)N2CCCC(C)C2)no1 (configuration not stated)
7% | Cc1ncoc1C(=O)N1CCCn2ccnc2C1c1ccccc1 (configuration not stated)
u | Cc1cc(C)c(/C=N/NC(=O)C(c2ccccc2)c2ccccc2)c(C)c1
-25% | Cc1cccc(C2CCCN2C(=O)Nc2ccc(Br)c(C)c2)c1 (configuration not stated)
u | COc1ccc(NC(=O)c2sc3c(c2C)C(c2cccc(O)c2)CC(=O)N3)cc1 (configuration not stated)
1% | O=C(Nc1cccc(S(=O)(=O)NC2=NCCC2)c1)C1(c2cccc(Cl)c2)CC1

# Overlap with the part before: 2 compounds; new compounds follow.
ALOX12 inh | structure
u | COc1ccc(NC(=O)c2sc3c(c2C)C(c2cccc(O)c2)CC(=O)N3)cc1 (configuration not stated)
1% | O=C(Nc1cccc(S(=O)(=O)NC2=NCCC2)c1)C1(c2cccc(Cl)c2)CC1
18% | O=C(c1cc(-c2ccccc2)nc2ccccc12)N1CCc2c(nc[nH]c2=O)C1
-2% | CCN(CC)S(=O)(=O)c1ccc(Oc2ccc3ccccc3c2)nc1
35% | Cc1sc2cc(C(=O)NC3CC3)[nH]c2c1CN1CCCCC1
8% | Cn1nccc1CN1CCC2(CC1)CC(=O)c1ccc(Cl)cc1O2
18% | COc1ccc(NC(=O)N2CCC3(CC2)SCC(=O)N3c2ccc(Cl)cc2)cc1
-13% | CCOc1ccc2c(=O)c(Oc3cccc(OC)c3)coc2c1
u | O=C(Nc1ccccc1F)N1CC(=O)N2[C@H](CO)[C@@H](c3ccc(Br)cc3)[C@@H]2C1
2% | O=C(NC1CCCC1)C1CCCN(C(=O)Cc2c[nH]c3ccccc23)C1 (configuration not stated)

# Carrying on:
ALOX12 inh | structure
u | Cc1ccc(C2=NC3(CCN(C(=O)c4ccc(C)s4)CC3)ON2)cc1
-21% | C=C(C)CN1CCN(c2nc3c(c(=O)[nH]c(=O)n3C)n2Cc2cccc3ccccc23)CC1
-11% | Cn1c(=O)n(Cc2ccccc2)c(=O)c2sc3c(c21)COC(C)(C)C3
-10% | CCCN1CCCn2nc(CNC(=O)c3ccc(OC)nc3OC)cc2C1
1% | CC(C)(CC(=O)O)CC(=O)N[C@H]1C[C@H]2C(=O)Nc3ccc(-c4ccsc4)cc3C(=O)N2C1
u | COc1ccc(S(=O)(=O)N2CC[C@H]3NC(=O)N(c4ccc(C(C)C)cc4)C(=O)[C@H]32)cc1
85%[activator][176 µM] | Cn1cncc1-c1nnc([C@H]2CCN(CC3CC3)C2)o1
-9% | COc1ccc(C(=O)Nc2ccc3c(c2)CN(Cc2cccc(OC)c2OC)C(=O)CO3)cc1

# (list continues)
ALOX12 inh | structure
7% | Cc1cccc(CN2C(=O)CN(S(C)(=O)=O)CC2(C)C(=O)NCc2ccc(F)cc2)c1 (configuration not stated)
11%[22.9 µM] | NC1=N[C@H]2[C@H](CS[C@H]2CCCCC(=O)O)N1
-26% | CC1(C)Cc2c(C#N)c(Nc3ccccc3)n3c(SCC(=O)O)nnc3c2CO1
u | CN1CCCN(S(=O)(=O)c2ccc3c(c2)OCCO3)c2ccccc21
-28% | Cc1ccc2c(C)c(CCC(=O)Nc3cccc(Cl)c3)c(=O)oc2c1
16% | COc1ccc2[nH]cc(C3C(NC(=O)c4ccc(Cl)cc4)=C(C)Nc4ncnn43)c2c1 (configuration not stated)
0% | Cn1nc(C(=O)OCc2nc(-c3cccc(F)c3)no2)c2ccccc21
u | O=C1CO[C@H]2CCN(Cc3ccncc3Cl)CC[C@@H]2N1c1ccccc1

# Other structures follow.
ALOX12 inh | structure
11% | O=C(CC1CCCN(c2cnn(CC3CC3)c(=O)c2)C1)N1CCN(c2ccccn2)CC1 (configuration not stated)
-14% | COc1ccc(Nc2cc(C)nc3ccc(Cl)cc23)cc1
5% | CCCn1cc(C2CCN(S(=O)(=O)c3c(C)c(C)cc(C)c3C)CC2)c2ccccc21
u | CCC(=C(c1ccccc1)c1ccc(OCCN(C)C)cc1)c1ccccc1
u | O=C(NCCc1ccc(Cl)cc1)c1nc(-c2ccsc2)c2ccccn12
5% | CCC(C(=O)N1CCN(c2cc(C(F)(F)F)ncn2)CC1)c1ccccc1 (configuration not stated)
3% | O=C(Cn1nnc(N2CCOCC2)n1)NN=Cc1ccccc1Cl
10% | COc1ccc(C2Cn3nnc(C(=O)NCc4ccc(F)c(Cl)c4)c3CO2)cc1 (configuration not stated)

# The listing continues:
ALOX12 inh | structure
u | CNc1nc(-c2ccc(NC(=O)CC(C)C)cc2)cs1
u | CN(C)C(=O)C(Cl)c1ccccc1 (configuration not stated)
-1% | C=CCNC(=O)c1ccsc1N
21% | COCC(=O)N[C@@H]1CN(Cc2ccccc2F)C[C@H]1CO
u | Cc1ccc(NC(=O)c2cc(C)nc3ccccc23)nc1
27% | CCCCc1cn(CC2CCN(C(=O)c3ccco3)CC2)nn1
11% | COc1ccccc1CNC(=O)COc1ccc2c(C)cc(=O)oc2c1
u | Cc1ccc(Cn2cc(CN3CC(N4CCN(Cc5cccc(C)c5)CC4)CS3(=O)=O)nn2)cc1 (configuration not stated)

# (further entries)
ALOX12 inh | structure
-26% | CC(=O)c1c(-c2ccc(Cl)cc2)nc2n(CCN3CCOCC3)c3ccccc3n12
28% | COCCN(Cc1cccs1)C(=O)CC1C=CCC1 (configuration not stated)
4% | Cc1noc(C)c1CCC(=O)N(C)C1CCc2nn(CC3CC3)c(=O)n2CC1 (configuration not stated)
26% | O=C(COc1ccc(Cl)cc1)N1CCc2n[nH]c(=O)n2CC1
30%[57.4 µM] | Cc1cc(Nc2ncc3c(n2)N(C)C(=O)N(c2cc(NC(=O)c4cccc(C(F)(F)F)c4)ccc2C)C3)n(C)n1
-6%[57.4 µM] | O=C(c1ccncc1)N1CCC2(CC1)CCN(C(c1ccccc1)c1ccccc1)CC2
28% | Cn1cnc(S(=O)(=O)N2CCCN(C(=O)c3nccn3C)CCNC(=O)CC2c2ccccc2)c1 (configuration not stated)
31% | CN1CCOC(CNc2ncc(C(C)(C)C(=O)O)c(N3CCOCC3)n2)C1 (configuration not stated)

# Further entries:
ALOX12 inh | structure
u | CC(C)C(NC/C=C/c1ccccc1)C(=O)O (configuration not stated)
26%[176 µM] | Cc1ccc(CN2Cc3[nH]cnc3C[C@H]2c2nc(-c3ccc4ccccc4c3)no2)cc1
16µM* | COc1ccc(Nc2nc(-c3ccc(F)cc3F)cs2)cc1
u | O=c1[nH]c(C2CCCN(Cc3ccccc3)C2)nn1-c1ccc(Cl)cc1 (configuration not stated)
u | O=C(/C=C/c1ccccc1O)c1ccc(Sc2ccccc2)cc1
u | CC(C)c1nnc(Sc2nc(C(F)(F)F)nc3ccccc23)n1C1CC1
16% | O=C(NC1CCN(c2cc(-c3ccc(F)cc3)[nH]n2)CC1)c1ccccc1Cl
-12% | O=C(NCc1ccccc1Cl)c1cc2n(n1)CC(c1ccc(Cl)cc1)OC2 (configuration not stated)

# Further results follow:
ALOX12 inh | structure
3% | Cc1ccc(C)c(NC(=O)c2nc3ccccc3nc2N2CCCC2)c1
-8%[22.9 µM] | Nc1ccn([C@@H]2O[C@H](CO)[C@@H](O)C2(F)F)c(=O)n1
u | FC(F)Oc1ccc(/C=N/NC(=S)NCc2ccccc2)cc1
21% | NC(=O)CN1CCN(c2nc3ccccc3nc2NS(=O)(=O)c2cccc(Cl)c2)CC1
10% | CCn1cc(CN2CCCC(COc3ccccc3C(=O)N3CCCC3)C2)c2ccccc21 (configuration not stated)
105%[activator] | CCCn1c(C)cnc1CC1CCN(S(=O)(=O)c2cccs2)CC1
6% | CNC(=O)N1CCC(C2CCN(C(=O)c3cnccc3C)C2)CC1 (configuration not stated)
-3% | O=C1C=C[C@]23OCCC[C@@]2(CCCO)CCCC3=C1

# Further entries
ALOX12 inh | structure
101%[activator][176 µM] | Cn1cccc1CN1CCC2(Cc3ccccc3NC2=O)C1 (configuration not stated)
57%[activator] | CN(C)CCCNC(=O)c1cc2c(n1C)CCN(Cc1ccc(F)cc1)C2
7%&-1% | O=C(O)c1cc(NC/C=C/c2ccccc2)ccc1N1CCOCC1
-19% | COC(C(=O)NCc1ccc(C)cc1)(c1ccccc1)c1ccccc1
74%[activator] | CCCS(=O)(=O)NCCc1ncc(C)n1C(C)C
1%[176 µM] | COC[C@H]1C[C@@H](NCc2c(C)noc2C)[C@H](O)[C@@H]1O
21% | CN1CC2(CCN(C(=O)Cc3ccc(-n4cnnn4)cc3)CC2)CC1=O
-34% | CCCCn1c(N2CCN(Cc3cccc(C)c3)CC2)nc2c1c(=O)[nH]c(=O)n2C

# Further results
ALOX12 inh | structure
1% | Cc1nc2sc3c(c2c2nc(C(=O)NCc4ccccc4)nn12)CC(C)(C)OC3
-1% | COc1ccc(S(=O)(=O)Oc2ccc3cc(-c4ccccc4)c(=O)oc3c2)cc1
0% | Cn1c(=O)c2c(nc(NCc3ccc4c(c3)OCO4)n2Cc2c(F)cccc2Cl)n(C)c1=O
8% | COc1cc(C#N)ccc1OC(=O)Cc1coc2ccc3ccccc3c12
-13%[57.4 µM] | COc1ccc2cccc(CCNC(C)=O)c2c1
-22% | Cn1c(=O)c2c(ncn2CC(=O)OCC(=O)c2ccc(C3CCCCC3)cc2)n(C)c1=O
-30% | COc1ccc(/C=C/CN2CC(=O)N(c3ccccc3C#N)CC2C)cc1 (configuration not stated)
-7% | COc1ccccc1CCNC(=O)Cn1nc(C(N)=O)c2ccccc2c1=O

# Entries listed above printed as active in ALOX12 inh:
ALOX12 inh | structure
28µM* | N#Cc1ccc(CSc2ccccc2C(=O)Nc2ccc3c(c2)OCO3)cc1
16µM* | COc1ccc(Nc2nc(-c3ccc(F)cc3F)cs2)cc1

# Next structures follow:
ALOX12 inh | structure
u | Cn1c(Oc2ccc3cc(Br)ccc3c2)c(C#N)c(=O)n(C)c1=O
u | Cc1ccc(Cl)cc1NC(=O)Cn1ccn2nc3c(c2c1=O)CCCCC3
3% | Cn1c(N2CCN(C(=O)C[C@H]3NC(=O)c4ccccc4NC3=O)CC2)nc2ccccc21
29% | O=C(c1ccc(Cl)cc1)N1CCC2(CC1)OCC(C(=O)N1CCCC1)N2C(=O)c1ccccc1 (configuration not stated)
62%[activator] | COc1ccccc1-n1cc(C(=O)NC[C@@H]2C[C@H](F)CN2)cn1
1%[6.33 µM] | CC(=O)NCC(=O)N1Cc2ccccc2CC2(CCCN(CC3CCNCC3)C2)C1 (configuration not stated)
0% | CC(=O)N1CCC(N(CCCN2CCC(C)CC2)C(=O)Nc2ccccc2C(F)(F)F)CC1
47%[activator][176 µM] | Cc1noc2c(NCCc3ccccn3)cc(-c3ccc(Cl)cc3)nc12

# Next compounds
ALOX12 inh | structure
u | CC(=O)c1ccc(NC(=S)NCCSc2ccc(Cl)cc2)cc1
-3% | COc1ccc2cc(C(=O)NC3CCN(C(C)=O)CC3)[nH]c2c1
5% | CCCS(=O)(=O)NCCc1ccc(C(=O)O)cc1
-2% | COc1ccc(S(=O)(=O)N2CCN(C(=O)NC3CCCC3)CC2)cc1OC
-19% | CCC(CC)Nc1nnc(C)c(C)c1C#N
-28% | O=C(CSc1nccc(C(F)(F)F)n1)NC1CCCCCCC1
23% | CSCCC(NC(=O)c1ccccc1)C(=O)NCc1ccc(C(F)(F)F)cc1 (configuration not stated)
2% | CCC1(C2CCN(Cc3cc4ccccc4o3)CC2)NC(=O)N(CC2COc3ccccc3O2)C1=O (configuration not stated)

# Following part.
ALOX12 inh | structure
-1% | CCc1nc2cc(C(=O)N(C)CC3CCCN(C)C3)cc(NC(=O)c3ccccc3OC)c2n1C (configuration not stated)
-4%[22.9 µM] | O=C(O)CCC(=O)OC[C@@H](NC(=O)C(Cl)Cl)[C@H](O)c1ccc([N+](=O)[O-])cc1
6% | CCNc1nccc(N2CCC(CC(=O)N3CCN(c4ccccc4F)CC3)CC2)n1
2% | Cc1ccc(-c2cc3c(=O)n(CCNC(=O)c4cc(F)ccc4F)ccn3n2)c(C)c1
31%[activator] | Cc1ccc(CCNC(=O)CCc2nc(CS(=O)(=O)c3ccc(F)cc3)no2)cc1

# Screens deposited in PubChem by National Center for Advancing Translational Sciences (NCATS).
